# Assay outcomes deposited in PubChem by several laboratories.
# RTF Ca sens inh: cardiac RTF calcium desensitization. inhibition, % at 7.15 µM. actives 0.12% (n = 340,000). AID 493244. IANBD-labeled cardiac RTF, Ca2+ fluorescence;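 active means inhibition above the mean inhibition of all tested compounds plus 3 SD, cut at about 17% in these data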;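 further: assay run at fixed EC70 calcium of 1.6 mM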
# HTR5A ag: activates human HTR5A in OPRM1-OPRD1 agonist counter-screen; P47898; AID 504692; activation, % at 9.3 µM; actives 0.61% (n = 340,000); HTR5A agonist assay, luminescence, cell-based; in the data active means activation mostly above about 9.5%, no sharp cut-off; inactive means mostly below about 7.6%;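 further: 0% = cells with vehicle only and 100% = reference agonist; strong numbers were not always called active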
# Target sequence (P47898 whole entry, looked up): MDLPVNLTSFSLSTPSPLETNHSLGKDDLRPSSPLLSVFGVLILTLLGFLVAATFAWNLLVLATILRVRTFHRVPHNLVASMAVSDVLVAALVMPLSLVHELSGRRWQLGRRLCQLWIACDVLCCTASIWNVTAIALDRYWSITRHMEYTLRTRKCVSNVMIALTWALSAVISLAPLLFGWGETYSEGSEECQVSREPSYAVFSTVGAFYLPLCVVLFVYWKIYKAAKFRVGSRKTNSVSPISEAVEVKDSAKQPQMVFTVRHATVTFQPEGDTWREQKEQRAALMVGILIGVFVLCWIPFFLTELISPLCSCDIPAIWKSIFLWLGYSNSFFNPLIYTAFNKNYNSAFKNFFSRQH
# HTR5A inv ctr: HTR5A inverse agonism, opioid heterodimer counter-screen; P47898; HTR5A cell line, luminescence; inhibition, % at 9.3 µM; actives 0.083% (n = 340,000); in the data active means inhibition mostly above about 23%, no sharp cut-off; inactive means mostly below about 18%;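 further: 0% = cells with DMSO and 100% = no-cell wells with DMSO; some compounds called inactive have numbers as strong as hits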
# OPRM1-OPRD1 ag: agonists of human mu-delta opioid receptor heterodimerization; P35372+P41143; cells, OPRM1-OPRD1 heterodimerization, luminescence; activation, % at 9.3 µM; actives 0.3% (n = 340,000); AID 504326; in the data active means activation above about 18%;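 further: 0% = vehicle-treated cells and 100% = reference agonist; values of inactives mirror those of a sister screen read the other way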
# LANA DNA inh: KSHV C-LANA DNA binding inhibition; MBP-C-LANA/FAM-LBS DNA binding, fluorescence polarization; inhibition, % at 9 µM; actives 0.078% (n = 340,000); AID 504423;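 active means highest replicate inhibition at or above 60% at 9 µM, even if other replicates fall short; inactive means all replicates below 60% inhibition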;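 further: 0% = neutral control wells and 100% = 4 µM acridine orange control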
# RTF Ca sens act: cardiac RTF calcium sensitization. IANBD-labeled TnC RTF fluorescence at EC20 calcium; 0% EC20 calcium, 100% full calcium. activation, % at 7.2 µM. AID 493008. actives 0.24% (n = 340,000);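 active means activation above the mean over all tested compounds plus 3 SD, cut at about 30% in these data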;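 further: rise in fluorescence read as greater calcium sensitivity of cardiac thin filaments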
# OPRM1-OPRD1 inv: mu-delta opioid heterodimer inverse agonism; P35372+P41143; cell-based MOR-DOR heterodimer luminescence; inhibition, % at 9.3 µM; actives 0.21% (n = 340,000); AID 504357; in the data active means inhibition above about 22%, passing the limit was not always enough;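 further: 0% = cells with DMSO and 100% = wells without cells with DMSO; values of inactives mirror those of a sister screen read the other way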
# CAL PDZ FP: inhibitors of human CAL PDZ peptide binding. AID 602252. Q9HD26. actives 0.92% (n = 300,000). inhibition, % at 24.9 µM. purified CAL PDZ, TMR-peptide fluorescence polarization, 1 h;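 active means mean inhibition of at least 30% with at least half of replicates also reaching 30%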;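 further: 0% = DMSO neutral control and 100% = excess unlabeled competitor peptide PRC23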
# Keap1 Nrf2 FP: disrupts human Keap1 binding to Nrf2 peptide | Q14145 | Keap1 Kelch-Nrf2 peptide fluorescence polarization, 1536-well | inhibition, % at 9.4 µM | actives 0.15% (n = 340,000) | AID 504523; in the data active means inhibition above about 12%;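 further: human Keap1 Kelch domain with fluorescein labeled Nrf2 9mer peptide probe; 0% = neutral control wells and 100% = peptide positive control; higher means more block of Keap1 binding to Nrf2 peptide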
# Target sequence (Q14145 whole entry, looked up, the tested form may be a part): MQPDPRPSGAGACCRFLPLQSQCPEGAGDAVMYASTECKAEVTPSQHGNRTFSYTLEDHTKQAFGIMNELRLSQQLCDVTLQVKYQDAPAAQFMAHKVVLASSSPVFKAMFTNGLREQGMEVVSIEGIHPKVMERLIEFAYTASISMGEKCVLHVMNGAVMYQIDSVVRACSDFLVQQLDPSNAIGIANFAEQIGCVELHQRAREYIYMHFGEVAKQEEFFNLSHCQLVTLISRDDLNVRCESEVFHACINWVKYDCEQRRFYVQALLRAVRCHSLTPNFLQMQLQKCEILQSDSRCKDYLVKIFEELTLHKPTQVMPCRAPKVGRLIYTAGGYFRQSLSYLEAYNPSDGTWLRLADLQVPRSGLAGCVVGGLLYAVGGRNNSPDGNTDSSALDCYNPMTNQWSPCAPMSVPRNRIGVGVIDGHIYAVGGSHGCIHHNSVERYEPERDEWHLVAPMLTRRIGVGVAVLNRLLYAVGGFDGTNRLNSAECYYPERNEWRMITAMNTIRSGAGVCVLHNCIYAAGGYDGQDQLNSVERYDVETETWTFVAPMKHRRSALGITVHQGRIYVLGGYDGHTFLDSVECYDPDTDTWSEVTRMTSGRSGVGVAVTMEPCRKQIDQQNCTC
# V-ATPase pHluor: regulators of yeast V-ATPase proton transport; actives 0.37% (n = 350,000); S. cerevisiae, pHLuorin cytosolic pH fluorescence; response, % at 10 µM; in the data active means response mostly above about 7.3%, no sharp cut-off; inactive means mostly below about 5.4%; further: actives read high; inactives centre near 0; some compounds called inactive have numbers as strong as hits; reference of the scale not given here
# * = called active by the depositor; i = inactive; nt = no result given.
SMILES,RTF Ca sens inh,HTR5A ag,HTR5A inv ctr,OPRM1-OPRD1 ag,LANA DNA inh,RTF Ca sens act,OPRM1-OPRD1 inv,CAL PDZ FP,Keap1 Nrf2 FP,V-ATPase pHluor
COc1ccc(-c2nnc(SCC(=O)NCc3cccs3)n2C(C)C)cc1,6.2,-1.1,2.8,-3.4,1.9,-4.6,17.2,-1.5,-1.8,-1.1
CCOC(=O)N1CCN(C(=O)c2ccc3c(c2)N(Cc2ccc(C)cc2)CCS3)CC1,9.5,8.8,-23.2,2.5,-0.4,-6.4,-14.6,nt,-3.7,0.4
Cc1ccccc1Nc1c(N)c(=O)oc2ccccc12,-10.5,-3.5,9.3,1.1,-0.2,-6.1,-6.7,-3.4,0.1,1.9
CCOC(=O)C1CCCN(S(=O)(=O)c2cc3[nH]c(=O)c(=O)[nH]c3cc2C)C1 (configuration not stated),-2.7,1.1,-3.1,-1.1,0.3,11.9,5.8,nt,0.6,-0.4
O=C(COc1ccc(Cl)cc1Cl)NC(=O)NC1CCCC1,6.2,8.3,-20.2,2.5,-0.4,-6.4,-13.2,-7.4,-1.3,0.8
COc1cccc(C(O)c2nccn2Cc2ccccc2)c1OC (configuration not stated),4.1,-2.0,7.3,-4.8,-0.4,-2.1,22.6,-0.9,0.9,3.0
Cc1ccc(Cn2nnc3c(=O)[nH]c(C4CCN(S(=O)(=O)c5ccccc5)CC4)nc32)cc1,-3.0,3.4,8.1,-0.9,0.8,-0.8,4.9,0.0,1.7,1.1
CCOC(=O)c1cc(CC)sc1/N=C/C1=C(O)CC(C)(C)CC1=O,-0.9,-2.0,12.6,0.4,-5.0,-4.8,-2.3,-1.3,3.7,-2.3
CCOc1ccccc1C(=O)OCC(=O)NCC1CCCCC1,-13.1,-1.0,-22.9,-1.1,0.0,-10.7,5.4,-4.4,1.8,7.4
O=c1c(-c2ccc3c(c2)OCCO3)c(C(F)(F)F)oc2cc(O)cc(O)c12,1.1,-0.6,17.0,3.7,-0.6,-0.1,-18.8,-1.4,-0.8,0.1
CCCc1cc(=O)[nH]c(SCC(=O)Nc2cc(S(=O)(=O)N3CCCCC3)ccc2C)n1,-3.5,3.0,-7.5,-1.7,-1.6,-1.7,6.5,-4.2,-0.8,3.7
COCCN(C(=O)COC(=O)c1cccc2ccccc12)c1c(N)n(Cc2ccccc2)c(=O)[nH]c1=O,-2.4,2.1,-12.8,-3.2,-0.1,-7.4,17.2,-2.1,3.4,0.1
O=C(CSc1nc2ccccc2c(=O)n1CC1CCCO1)NCC1CCCO1 (configuration not stated),-2.4,-1.6,4.1,-1.8,-0.3,-1.9,8.7,-6.0,-1.1,1.1
OCCN1CCOCCOCCN(CCO)CCN(CCO)CC1,-2.5,-2.3,10.6,-1.6,-0.4,-2.6,10.2,0.3,-3.3,2.5
O=C(Cc1ccccc1)NNC(=O)C1CC=CCC1 (configuration not stated),6.4,0.7,-2.0,-2.1,0.8,-4.3,11.5,-3.6,-3.0,-1.1
Cc1cccc(NC(=O)CCS(=O)(=O)c2ccc3c(c2)oc(=O)n3C)c1,-3.9,-1.2,10.1,-3.5,-0.3,-3.5,17.8,2.8,-2.1,-0.5
CCn1c(=O)n(CC)c2cc(S(=O)(=O)N3CCOCC3)ccc21,-2.8,5.5,-16.6,-0.6,0.3,1.8,3.2,-5.3,-1.8,5.1
CC(C)c1ccc(NS(=O)(=O)c2cn(C)c(=O)n(C)c2=O)cc1,-8.6,2.7,-25.7,0.1,-1.2,-0.3,-0.4,-3.0,-5.7,8.5
Cn1c(NC(=O)c2ccccc2)c(-c2cccs2)c(=O)c2ccccc21,-5.4,4.0,19.3,0.8,0.9,-4.2,-4.3,-5.1,-0.8,-3.5
CSc1nncc(/C(C)=N\Nc2ccccc2C)n1,-0.6,3.8,-13.9,5.9,-2.3,-1.8,-31.9,0.0,-1.5,-0.3
Cc1ccccc1NC(=O)Cc1nc(COC(=O)c2ccc(C(F)(F)F)cc2)cs1,1.0,-2.3,5.7,-2.2,0.9,-2.1,9.3,nt,-7.9,3.5
O=c1c2ccccc2c(-c2ccccc2)nn1Cc1ccc(Cl)cc1,-3.5,0.1,-12.9,-0.4,-0.5,14.9,2.1,-1.3,-8.5,2.1
O=C(NCc1ccc(Cl)cc1)c1cccc(S(=O)(=O)N2CCCC2)c1,-9.2,-3.2,7.8,1.3,-0.6,-2.9,-5.4,-5.8,-1.6,-1.2
CC(Sc1nc2ccccc2[nH]1)C(=O)Nc1ccc2c(c1)OCCO2 (configuration not stated),-7.8,1.1,6.5,-0.1,2.5,3.0,0.8,14.2,-3.9,2.1
O=c1c2ccccc2oc2nc3n(c(=O)c12)CCCS3,-0.3,-0.7,2.1,-3.8,-0.5,-4.6,21.5,-1.7,-7.1,-2.0
Cc1ccc(CC(=O)Nc2ccc(F)c([N+](=O)[O-])c2)cc1C,-0.9,5.1,17.1,2.3,-0.6,4.4,-11.9,nt,-1.6,-0.1
N#Cc1c(-c2ccc(Br)cc2)cc(-c2cccnc2)nc1N,3.6,-2.7,7.1,-3.1,2.5,-5.2,18.8,-2.2,-0.5,-4.0
Cc1ccc(Sc2c(C)[nH]n(C(C)(C)C)c2=O)cc1,0.2,1.3,-3.1,-4.1,0.1,-5.1,19.7,nt,0.1,7.3
COC(=O)c1c[nH]n2c(=O)c(Cl)c(C)nc12,-5.5,-2.8,12.4,-2.8,0.4,1.9,15.4,-1.4,1.7,-3.4
O=C(O)CC/C(=N\Nc1ccc(Cl)cc1)c1cccs1,8.9,-4.1,14.6,-1.4,-0.6,-3.6,6.6,4.7,1.3,0.0
O=C(c1ccc(Cn2cc(Br)cn2)o1)N1N=C(C(F)F)CC1(O)C(F)F (configuration not stated),-13.4,3.3,-10.8,0.1,1.6,-2.7,-0.6,nt,3.1,7.2
COc1ccc(-n2ccc(-c3nn(-c4cccc(C(F)(F)F)c4)ccc3=O)n2)cc1,7.3,1.3,-4.8,-2.2,2.3,-2.3,11.7,-7.5,-1.7,1.6
COc1cccc(NS(=O)(=O)c2cc3c(cc2C)NC(=O)CO3)c1,-5.0,4.0,-14.6,1.6,-0.4,4.7,-8.9,nt,-3.2,0.8
CC(C)(C)OC(=O)NCCCCCNC(=O)c1[nH]cnc1C(=O)NC1CCN(C(=O)OC(C)(C)C)CC1,0.2,-1.8,-24.8,0.8,-3.8,-7.1,-4.2,1.4,-1.8,2.0
O=C(NCCO)NC(=S)c1ccccc1,0.3,4.8,17.4,-3.4,1.4,2.2,17.2,-2.1,-3.2,4.4
COc1ccc([N+](=O)[O-])cc1NC(=O)c1ccco1,-0.8,-4.8,11.9,-0.7,0.4,1.9,3.8,5.4,3.8,2.7
N#C/C(=C\c1ccc(-c2ccc([N+](=O)[O-])cc2Br)o1)C(=O)N1CCN(c2ccccc2)CC1,5.1,1.7,-4.3,0.5,-1.1,-9.3,-2.6,-0.8,-2.9,-5.3
O=C(CCNC(=O)c1ccc([N+](=O)[O-])cc1)NCCc1ccc(Cl)cc1,-3.9,-0.1,-9.7,2.7,-0.7,0.0,-19.2,-3.8,4.0,-0.1
COc1ccc(-c2nc(CS(=O)CC(=O)NCc3ccc4c(c3)OCO4)c(C)o2)cc1 (configuration not stated),-5.2,-1.1,-8.2,1.0,-0.4,-0.2,-6.1,-4.7,6.5,-1.6
CC1N(C)c2cc(NC(=O)c3ccco3)ccc2C1(C)C (configuration not stated),-21.3,-0.2,7.0,0.0,0.2,15.6,0.2,-193.4,-26.3,1.7
Cc1cc(C)n(CC(=O)Nc2ccc(N3CCOCC3)c(Cl)c2)c(=O)c1C#N,-14.8,-4.1,-0.1,-0.4,-0.3,-8.1,1.9,-0.9,2.4,-6.6
CCCCN(C(=O)c1ccccc1Br)C1CCS(=O)(=O)C1 (configuration not stated),-5.4,0.1,-4.1,-3.0,-0.5,8.3,16.1,-4.7,-0.4,1.8
COc1cccc(-n2ccnc2SCC(=O)Nc2ccccc2)c1,-4.6,7.0,2.4,-1.0,0.4,-0.4,4.2,1.2,-6.5,-1.4
COC(/C=C/Nc1ccc(Br)cc1)=C(C#N)C#N,4.5,-3.0,3.9,-1.2,1.7,-9.3,6.9,-4.3,-0.2,-3.2
COc1cc(C2OC(c3cc(OC)c(OC)c(OC)c3)C(C)C2C)cc(OC)c1OC (configuration not stated),0.0,4.6,-5.3,-3.6,1.6,9.9,18.4,-1.6,1.2,2.7
O=C(Nc1nnc(S(=O)(=O)N2CCCC2)s1)c1cccc([N+](=O)[O-])c1,-1.7,1.3,-5.2,-1.4,-1.0,0.7,7.3,-2.6,-6.4,-0.9
O=C(Nc1ccccc1)c1csc(-c2ccccc2)n1,1.4,-3.2,8.4,3.4,-0.4,0.4,-19.0,-0.7,2.8,-1.3
O=C(NC(=S)Nc1cccnc1)c1ccccc1,-4.3,-5.9,19.7,-3.0,-0.4,-1.4,18.8,-0.5,-2.6,1.8
Cc1cccc(OCC(=O)NCC(=O)N/N=C/c2cccnc2)c1,-4.3,1.1,-10.2,-2.4,0.3,-9.9,12.0,-5.9,3.7,-2.9
CC(=O)c1cccc(NCC(=O)Nc2cccc(S(=O)(=O)N3CCCCC3)c2)c1,2.6,4.9,-0.5,-4.0,-0.3,-2.1,19.4,-9.0,-0.3,9.4
CCOc1ccc2c(C)nc(NC3=NC(C)(C)C=C(C)N3)nc2c1,-3.4,-3.2,-1.5,170.2*,-5.6,5.9,i,-5.0,-3.5,3.5
C[C@]12c3[nH]c4ccccc4c3CCN1C(=O)C(CC(=O)NCCC1=CCCCC1)C[C@@H]2C(=O)N1CCCCC1 (some centres not stated),-4.3,1.8,-6.3,-0.5,-0.4,-3.7,2.1,-2.1,2.3,1.2
CN(C)CCNC(=S)Nc1ccc(Cl)cc1,2.5,3.4,-11.8,-2.3,0.4,-7.6,12.3,nt,-2.3,-0.6
Cc1ccc(-n2cccc2/C=C2\C(=N)N3N=C(C(C)C)SC3=NC2=O)cc1,-5.7,0.6,-6.1,-1.0,1.6,-4.7,6.7,-0.4,-4.5,-0.7
CC(C)Cn1c(CN2CCN(c3ccccc3F)CC2)nc2c1c(=O)[nH]c(=O)n2C,-4.5,4.4,-12.8,-0.4,-0.8,4.0,2.1,nt,-6.7,-0.2
Cc1ccn2c(-c3csc(NCc4ccco4)n3)c(C)nc2c1,-5.0,-4.7,-9.2,2.7,2.7,-3.8,-16.4,-2.4,-4.8,5.4
COc1ccc2c(Cl)c(C(=O)N/N=C/c3c(C)[nH]c4ccccc34)sc2c1,-18.8,3.1,0.2,-1.1,1.1,-6.2,6.0,nt,-11.6,-4.0
